# GPR35 antagonists – inhibition of zaprinast-stimulated GPR35 beta-arrestin translocation – imaging, U2OS, beta-arrestin-GFP, zaprinast agonist, primary screen (AID 2058). U2OS GPR35 beta-arrestin-GFP translocation imaging, zaprinast antagonism; higher % means a stronger effect. inhibition, % at 10 µM, or IC50 in µM where a hit was titrated. actives 0.052% (n = 290,000);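 active means inhibition of at least 50% with at least 30 cells and total cytoplasm GFP at most 10,000,000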
# UTI89 phage lysis – inhibition of K1F phage lysis, E. coli UTI89, bacterial capsule biogenesis inhibitors, alamar blue (AID 488966) | one-dose inhibition, % at 100 µM; IC50 in µM for titrated hits | E. coli UTI89 K1F phage lysis, alamar blue, 2 h; higher % means a stronger effect | actives 0.02% (n = 340,000);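 active means phage lysis inhibition, versus mean bacterial control, above a set limit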;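 further: capsule biogenesis inhibitors block K1F phage lysis so surviving cells raise fluorescence; higher fluorescence means more inhibition of phage lysis; actives were called in the ten point dose series up to 300 µM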
# GPR55 LPI antagonism – inhibition of LPI-stimulated GPR55 beta-arrestin translocation – imaging, U2OS, beta-arrestin-GFP, LPI agonist, primary screen (AID 2013); U2OS GPR55 beta-arrestin-GFP translocation imaging, LPI antagonism; higher % means a stronger effect; actives 0.13% (n = 290,000); inhibition, % at 10 µM, or IC50 in µM where a hit was titrated;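 active means spots per cell inhibited over 60%, with over 100 cells counted and total cytoplasm intensity under 500,000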;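 further: U2OS cells stably carrying GPR55 and arrestin-GFP stimulated by 5 µM LPI near EC80; imaged beta-arrestin-GFP aggregate spots per cell after agonist stimulation; plate controls were LPI-stimulated DMSO wells for no effect and DMSO wells without LPI for full effect; some results filed as inactive read as strong as hits; confirmed hits need IC50 under 10 µM and bright autofluorescent wells are also inconclusive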
# KOR beta-arrestin-1 – kappa opioid receptor blockers – cell-based, luminescence, uHTS (AID 1778). inhibition, % at 10 µM, or IC50 in µM where a hit was titrated. KOR beta-arrestin recruitment, luminescence, antagonist mode; higher % means a stronger effect. actives 0.091% (n = 290,000); in the data active means inhibition above about 50%; further: strong numbers were not always called active
# NOD1 NF-kB reporter – NOD1 signaling inhibitors, primary screen, cell-based, luminescence, uHTS (AID 1578); NOD1-driven NF-kB luciferase reporter cells, luminescence; higher % means a stronger effect; inhibition, % at 4 µM; hits with a dose series show EC50 in µM; actives 1% (n = 290,000); in the data active means inhibition mostly above about 36%, no sharp cut-off; inactive means mostly below about 34%;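 further: HEK-293T reporter cells stimulated with the NOD1 agonist gamma-tri-DAP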
# KOR beta-arrestin-2 – kappa opioid receptor activators – cell-based, luminescence, uHTS, primary screen (AID 1777). actives 0.02% (n = 280,000). KOR beta-arrestin recruitment, luminescence; higher % means a stronger effect. one-dose activation, % at 10 µM; EC50 in µM for titrated hits; in the data active means activation above about 50%, passing the limit was not always enough; further: a part of the inactive calls stands beside numbers as strong as those of hits
# NTR1 ag – agonists of NTR1, primary screen, imaging, U2OS cells, beta-arrestin-GFP, high content (AID 493036) | P30989 | NTR1-U2OS beta-arrestin-GFP spot imaging, agonist mode | activation, % at 20 µM | actives 0.17% (n = 330,000);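 active means activation at or above 40% of the spot to cytoplasm intensity ratio, with at least 20 cells analyzed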;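 further: 0% = DMSO without peptide and 100% = 100 nM NTR1 peptide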
# Target sequence (P30989 whole entry, looked up): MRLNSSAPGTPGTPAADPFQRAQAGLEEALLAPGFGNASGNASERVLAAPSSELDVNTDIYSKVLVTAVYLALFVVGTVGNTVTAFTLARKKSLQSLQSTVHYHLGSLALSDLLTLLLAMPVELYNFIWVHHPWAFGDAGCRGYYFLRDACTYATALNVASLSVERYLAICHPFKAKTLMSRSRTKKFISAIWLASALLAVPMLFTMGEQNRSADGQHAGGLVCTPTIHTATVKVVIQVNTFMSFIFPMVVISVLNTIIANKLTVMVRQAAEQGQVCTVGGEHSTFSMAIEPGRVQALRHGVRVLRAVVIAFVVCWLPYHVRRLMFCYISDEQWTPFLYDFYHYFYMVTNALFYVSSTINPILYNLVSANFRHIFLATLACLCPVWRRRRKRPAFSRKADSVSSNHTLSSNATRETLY
# GPR55 beta-arrestin – selective activators of receptor GPR55 – imaging, U2OS cells, beta-arrestin-GFP redistribution, primary screen (AID 1961); U2OS GPR55 beta-arrestin-GFP redistribution imaging; higher % means a stronger effect; actives 0.048% (n = 290,000); activation, % at 10 µM; hits with a dose series show EC50 in µM;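 active means activation above 40% with more than 50 cells counted in the well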;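 further: U2OS osteosarcoma cells stably expressing GPR55 and beta-arrestin-GFP; plate controls were DMSO negative control for no effect and LPI positive control for full effect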
# MgcRacGAP inhibition – MgcRacGAP GTPase-activating activity inhibitors, confirmation, biochemical, ADP Hunter fluorescence; MgcRacGAP-stimulated Rac1 GTP hydrolysis, ADP Hunter fluorescence; higher % means a stronger effect; GST-tagged Rac1 F28L mutant substrate; one-dose inhibition, % at 30 µM; IC50 in µM for titrated hits; actives 0.6% (n = 340,000); AID 624330;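 active means first-screen hits whose inhibition reached a set limit at any dose in the follow-up dose series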;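 further: fluorescence reports GDP produced by GAP-driven GTP hydrolysis; strong numbers were not always called active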
# NTR1 ag cell count 20 µM – second read-out of NTR1 ag, no call of its own (marks repeat the call); cell count; measured here: cell count, cytotoxicity flag
# * hit, by the source's call; i = inactive; / = not tested or not shown; [ ] = another dose, or the depositor's remark.
SMILES,GPR35 antagonists,UTI89 phage lysis,GPR55 LPI antagonism,KOR beta-arrestin-1,NOD1 NF-kB reporter,KOR beta-arrestin-2,NTR1 ag,NTR1 ag cell count 20 µM,GPR55 beta-arrestin,MgcRacGAP inhibition
O=C(c1ccccc1)N1CCN(CC(O)COc2cccc3ccccc23)CC1 (stereo not given),10%,0.3%,-12%,3%[20 µM],-29%,-3.1%,-0.2,57,0.1%,8%
Cc1cc(-c2ccc(C)c(S(=O)(=O)NCCCN(Cc3ccccc3)C(C)C)c2)on1,-23%,0.1%,6%,4%,-5%,-3.0%,2.0,57,0.9%,8%
O=C(NCc1ccccc1Cl)c1cnn2cccnc12,3%,0.6%,1%,-3%,-16%,-0.8%,-0.3,63,0.6%,6%
COc1ccccc1NC(=O)C[n+]1ccccc1,-5%,-1.9%,10%,-14%[20 µM],-25%,/,1.6,36,-0.1%,11%
CCCc1nnc(NC(=O)CCC(=O)N2CCC(C)CC2)s1,9%,0.1%,8%,35%,-21%,-6.0%,-0.8,54,-0.1%,-1%
O=C(CCCSc1nnc(SCCCC(=O)c2ccc(F)cc2)s1)c1ccc(F)cc1,5%,1.3%,6%,15%,25%,7.6%,1.3,37,-0.1%,1%
OCCCc1nc2n(n1)C(c1ccccc1)C=C(c1ccccc1)N2 (stereo not given),-1%,0.6%,-5%,18%,-8%,-7.7%,1.7,69,-0.1%,12%
CC1=NC(C#N)=C(C#N)NC(C)(C)C1,14%,0.3%,1%,26%,-26%,-2.1%,-0.6,64,0.0%,5%
COc1cccc(C2c3c(oc4ccc(Cl)cc4c3=O)C(=O)N2c2cc(C)on2)c1OC (stereo not given),8%,0.6%,0%,9%,13%,-3.1%,5.0,52,0.3%,1%
CC(=O)Nc1ccc(-c2csc(NC(=O)C3CC(=O)N(c4ccc5c(c4)OCCO5)C3)n2)cc1 (stereo not given),10%,-0.2%,2%,12%,-5%,1.0%,1.3,53,-0.1%,7%
O=C(CSc1nnc(NC(=O)c2ccco2)s1)Nc1ccccc1,0%,i,7%,-20%,-33%,2.7%,0.6,55,-0.5%,2%
Cc1cccc(NCc2ccc(Br)cc2)n1,-23%,0.0%,7%,7%,-13%,-7.3%,0.4,95,0.6%,-7%
Oc1ccccc1N1CCN(c2ncnc3sc(-c4ccccc4)cc23)CC1,-15%,-0.4%[50 µM],0%,3%,16%,5.3%,26,45,-0.2%,15%
Cc1cc(C)c(C)c(C(=O)C2OC(=O)C(C)(C)C(=O)C2(C)C)c1C (stereo not given),1%,6.4%,13%,16%,-2%,1.5%,0.0,68,-0.2%,15%
CCn1c(SCC(=O)N/N=C/C=C/c2ccccc2[N+](=O)[O-])nnc1-c1ccccc1,-2%,0.4%,0%,-33%,-5%,-2.5%,0.9,38,-0.1%,11%
CCOc1ccc(OCC)c(NC(=O)C2CCN(S(=O)(=O)c3cccc4nonc34)CC2)c1,10%,0.7%,-10%,-9%,-15%,-1.6%,2.4,47,-0.2%,1%
CCCCn1c(N)c(N(CCC(C)C)C(=O)C2CC(=O)N(c3ccc4c(c3)OCCO4)C2)c(=O)[nH]c1=O (stereo not given),8%,0.0%,14%,12%,-36%,0.6%,0.1,62,-0.1%,10%
Cc1cccc(OCc2n[nH]c(=S)n2-c2ccccc2)c1,-4%,-0.4%,0%,-34%[20 µM],-30%,/,2.2,68,-0.1%,1%
CC(=O)NC(C)Cc1cn(Cc2ccccc2)c2ccccc12 (stereo not given),2%,0.3%,5%,-14%,15%,-1.6%,-0.4,102,0.0%,-1%
COc1ccc(-c2nc(NC(=O)CCNC(=O)c3ccco3)sc2C)cc1,-5%,0.0%,11%,14%,-14%,-10%,-0.8,30,-0.2%,7%
Cn1nc(-c2ccc(Cl)cc2)cc1NC(=O)CCCC(=O)O,7%,/,-4%,25%,-4%,-0.5%,-0.8,47,0.2%,/
Nc1nonc1-n1nnc(C(=O)N/N=C/c2ccc(OCc3ccccc3F)cc2)c1CNc1ccccc1,8%,0.0%,4%,0%,-30%,-0.9%,0.9,66,-0.1%,-12%
Cc1cccc(-n2c(=O)c3c(C)c(C)sc3n(CC(N)=O)c2=O)c1,4%,0.0%,5%,-17%,37%,2.0%,0.5,70,-0.4%,14%
CNC(=O)CN(C)S(=O)(=O)c1ccc(OC)c(Cl)c1,5%,0.6%,7%,10%,-4%,-1.8%,-0.3,49,0.2%,-1%
OCCNc1cc(-n2nc(-c3ccccc3)cc2-c2ccccc2)ncn1,1%,0.0%,-7%,0%,-13%,3.2%,3.8,74,-0.2%,1%
# New compounds follow:
SMILES,GPR35 antagonists,UTI89 phage lysis,GPR55 LPI antagonism,KOR beta-arrestin-1,NOD1 NF-kB reporter,KOR beta-arrestin-2,NTR1 ag,NTR1 ag cell count 20 µM,GPR55 beta-arrestin,MgcRacGAP inhibition
Cc1cc(C(=O)COC(=O)C2=COCCO2)c(C)n1-c1ccc2c(c1)OCO2,0%,-0.3%,13%,-30%,-21%,-0.9%,0.8,76,0.2%,7%
Cc1ccc(C)n1CCN1CCN(C(=O)CC#N)CC1,-4%,-1.1%,6%,2%,-22%,-2.0%,1.2,41,-0.2%,0%
c1ccc(-n2ncc3c(NCc4ccc5c(c4)OCO5)ncnc32)cc1,8%,1.3%,6%,-43%,-45%,13%,2.0,72,-0.3%,8%
O=C(O)c1cc(-c2c[nH]c3ccccc23)nc2ccc3ccccc3c12,16%,0.4%,3%,-52%,-11%,-2.6%,0.9,68,-0.5%,12%
CCCNc1nc2c(c(=O)[nH]c(=O)n2C)n1Cc1ccc(F)cc1,-8%,-1.6%,5%,24%,-8%,-4.9%,-0.5,84,0.3%,-6%
Cc1ccccc1CN1C(=O)C(C)S/C1=N/N=C/c1ccco1 (stereo not given),0%,-1.9%,9%,-1%,-8%,1.0%,0.5,44,-0.1%,-1%
CC1CCCC(C)N1C(=O)CSc1nc(N)cc(N)n1 (stereo not given),20%,0.1%,-6%,-4%,-2%,-2.5%,0.2,39,-0.1%,3%
CCOC(=O)CNC(=O)CSc1nc2cccnc2n1CC,4%,0.7%,-8%,-37%,-21%,3.5%,-1.4,77,-0.2%,4%
CC(C)(C)c1ccc(COC(=O)Nc2ccc(F)cc2)cc1,-3%,4.6%,2%,-11%,41%,15%,-0.1,51,-0.3%,-5%
Cc1ccc(Cl)cc1NC(=S)N(Cc1ccccc1)Cc1cccnc1,0%,0.4%,2%,-14%,-43%,8.5%,-0.6,67,1.0%,3%
O=C(COc1ccccc1)Nc1ccc(N2CCN(C(=O)c3cccs3)CC2)cc1,5%,1.9%,10%,4%[20 µM],-4%,/,-1.3,65,0.2%,3%
CCOC(=O)Nc1ccc(NS(=O)(=O)c2ccc(C)cc2)cc1,-6%,-0.1%,-5%,5%,-17%,1.0%,-1.8,90,0.2%,8%
O=C(c1csc(Nc2cccc3ccccc23)n1)N1CCCC1,12%,0.1%,-23%,-4%,-14%,2.5%,2.8,63,0.0%,17%
CCCN(Cc1nnc(-c2ccccc2Cl)o1)C(=O)c1cc([N+](=O)[O-])cc([N+](=O)[O-])c1,-5%,0.0%,0%,6%,-10%,-5.9%,0.2,26,0.2%,2%
Cc1nn(C)c(C)c1/C=N/NC(=O)C(C)(C)Oc1ccc(Cl)cc1,-6%,0.1%,8%,-1%,-24%,-1.4%,0.7,68,-0.1%,1%
CC(C)N(C(=S)NC1CCCCC1)c1ccccc1,12%,/,11%,-9%,-5%,-0.7%,-0.1,41,0.0%,/
COc1cccc(NS(=O)(=O)c2ccc(-c3coc(C)n3)cc2)c1,17%,0.4%,-1%,-19%,17%,-2.2%,-1.0,64,-0.3%,7%
COC(=O)c1cc(Cn2nc(C(=O)O)c3ccccc3c2=O)oc1C,-6%,0.3%,3%,-6%,6%,-0.5%,2.0,73,0.6%,11%
Cc1ccc(NS(=O)(=O)c2ccc(Cl)s2)cc1S(=O)(=O)N(C)C,4%,1.3%,8%,30%,-14%,-4.3%,-1.6,56,0.7%,6%
Cc1cc(=O)n(CNC(=O)c2ccccc2)c(=S)[nH]1,3%,-2.5%,10%,5%,-20%,-0.1%,0.9,56,-0.1%,1%
CCOC(=O)CCn1cc(F)c(=O)[nH]c1=O,3%,0.2%,8%,-20%[20 µM],-34%,/,-0.6,65,-0.1%,5%
O=C(NC1CC1)C1CCN(C2CCN(C(=O)CC3=CCCCC3)CC2)CC1,19%,0.0%,9%,1%,8%,-2.0%,0.7,53,0.3%,2%
CC(=O)Nc1ccc(NC(=O)C2CCCN(c3nnc(-n4cccc4)s3)C2)cc1 (stereo not given),6%,0.1%,0%,-8%,-16%,1.9%,1.1,47,-0.1%,10%
CSc1ccc(S(=O)(=O)Nc2ccc(S(=O)(=O)Nc3ccc(C)cc3)cc2)cc1,9%,2.1%,34%,-29%,20%,/,5.6,52,0.0%,8%
COc1ccc(NC(=O)C(C/C=C(/C)Cl)C(C)=O)cc1 (stereo not given),14%,0.5%,0%,8%,-31%,-2.0%,-2.3,64,-0.4%,5%
# Remaining list, next part
SMILES,GPR35 antagonists,UTI89 phage lysis,GPR55 LPI antagonism,KOR beta-arrestin-1,NOD1 NF-kB reporter,KOR beta-arrestin-2,NTR1 ag,NTR1 ag cell count 20 µM,GPR55 beta-arrestin,MgcRacGAP inhibition
Cc1cccc(-c2nnc(N)s2)c1,16%,1.3%,11%,7%,5%,-3.9%,0.6,54,-0.2%,2%
CC(=O)Nc1ccc(C(=O)Nc2nc(-c3cccnc3)cs2)cc1,-3%,0.4%,-6%,21%,-12%,-3.5%,-1.0,43,-0.4%,14%
COc1ccc(-c2nnc3ccc(SCC(=O)N4CCCCC4)nn23)cc1OC,-22%,0.0%,10%,-12%,-22%,-3.1%,-0.1,62,0.7%,2%
COc1ccc2c(c1)O[C@H](c1ccc3c(c1)OCO3)[C@@H](OC(=O)Nc1cc(OC)c(OC)c(OC)c1)C2=O,-5%,/,-18%,-72%,-13%,0.2%,1.5,79,-0.3%,/
Cc1ccc(C(=O)/C=C2\NCC(C)NC2=O)cc1 (stereo not given),-1%,0.8%,8%,12%,1%,-3.3%,2.0,29,0.3%,8%
CC(C)c1nnc(NC(=O)c2nc(S(=O)(=O)Cc3ccccc3F)ncc2Cl)s1,23%,/,-5%,-16%,13%,10%,0.1,67,-0.2%,/
Cc1ccc(C2C(C#N)=C(N)Oc3c2sc2ccccc32)o1 (stereo not given),2%,/,-12%,-24%,-8%,-1.0%,1.5,49,0.4%,/
Cc1ccc(C(=O)CSc2nnnn2Cc2ccccc2)cc1C,2%,0.6%,8%,13%,-10%,-1.9%,8.1,41,-0.1%,0%

# High-throughput results: PubChem BioAssay, several laboratories

# Not all compounds are listed. The share of hits here may be higher or lower than overall.
